GAA glycogen – qHTS Assay for Inhibitors and Activators of Human alpha-Glucosidase Cleavage of Glycogen | Lysosomal alpha-glucosidase (Homo sapiens), P10253 | recombinant GAA, glycogen substrate, Amplex Red glucose oxidase fluorescence | Potency, µM (doses to about 76.4 µM), for inactives: at the top dose activity change, negative = inhibition, usual class: inhibitors | hit rate 0.38% among 300,000; active = well fitted inhibition curve with a large enough effect; inconclusive = small, poorly fitted or top-dose-only effect, or another doubt; inactive = no such curve, though single readings can be large or run the other way;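 also: 0% = full enzyme reaction and -100% = no-enzyme basal signal; the screen sought inhibitors and activators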
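qHTS, 1536-well; enzyme 4 nM final; cpd up to 77 uM; substrate bovine liver glycogen 30 ug; 50 mM citrate/phosphate pH 5.0, 0.01% Tween-20; 37 C, 40 min; Amplex Red detection 45 min RT; Hill fit → AC50.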
Active calls of the source: *; ? = inconclusive; & = joins results of further samples; [ ] = dose if it differs, or a comment. Potency is read from the fitted curve at half-maximal effect. A portion of the library; count on the stated rates, not on these rows.

GAA glycogen	Structure
-1%	COc1ccc(N2CCN(CCC(O)c3ccc4ccccc4c3)CC2)cc1 (configuration not stated)
-6%	CCCCn1c(-c2cccc(F)c2)nc2c1c(=O)[nH]c(=O)n2CC(C)C
-9%[76.3 µM]	O=C(Cn1c(NCCCO)nc2ccccc21)c1ccc(Cl)cc1
-2%	CC(=O)NCCNc1nc2c(-c3ccccc3)nnn2c2ccccc12
14%	CCS(=O)(=O)N1Cc2ccccc2CC1C(=O)NCCc1c[nH]c2ccccc12 (configuration not stated)
-4%[76.3 µM]	CCn1ccnc1CN(C)C(=O)c1ccc2nc(Cc3ccc(OC)cc3)oc2c1
-1%[76.3 µM]	CCN(CC)C(=O)Cn1c(=O)n(CC(=O)N2CCCCC2)c(=O)c2sccc21
1%[76.3 µM]	Cc1cccc(Oc2ccc3c(c2)cc(C(=O)O)n3C)c1
7%[76.3 µM]	COc1ccc(CC(C(=O)Nc2ccc(OC)cc2)c2nn[nH]n2)cc1 (configuration not stated)
1%[76.3 µM]	COc1cc([N+](=O)[O-])ccc1NC(=O)Nc1cccnc1
-3%[76.3 µM]	O=C(Nc1ccnn1C1CCN(C(=O)c2ccc(F)c(Cl)c2)CC1)C1CC1
-10%[76.3 µM]	CN(C)S(=O)(=O)c1ccc(C(=O)NCC(C)(C)CN=C2NS(=O)(=O)c3ccccc32)cc1

Continuation:
GAA glycogen	Structure
1%[76.3 µM]	COC(c1ccc(Cl)cc1)(c1ccc(Cl)cc1)C(Oc1nccc(C)n1)C(=O)O (configuration not stated)
-11%[76.3 µM]	Nc1cccc(-c2cnc3ccccc3n2)c1
-19%[76.3 µM]	Cc1nc2scc(C)n2c(=O)c1S(=O)(=O)NCc1ccc(F)cc1
-7%[76.3 µM]	O=C(CNc1cccc(S(=O)(=O)N2CCOCC2)c1)Nc1ccccc1F
-27%[76.3 µM]	COc1ccc(Br)cc1CNC(=O)CCCn1c(=O)c2cccn2c2cccnc21
1%[76.3 µM]	COc1ccc(NC(=O)CS(=O)CC(=O)Nc2ccc(F)cc2F)cc1 (configuration not stated)
11%[76.3 µM]	COc1ccc(-c2nc(CS(=O)(=O)CC(=O)NCCCN3CCN(C)CC3)c(C)o2)cc1
4%	COc1cc(OC)c(C(=O)O/N=C(\N)c2cccc(C)c2)cc1OC
-1%[76.3 µM]	CCCc1cc(C(=O)N2CCCC(Cc3ccccc3C)(C(=O)OCC)C2)no1 (configuration not stated)
?	COc1cc(/C=C2/C(=O)NN(c3ccc(Cl)cc3)C2=O)cc(OC)c1O
1%[76.3 µM]	COc1ccc(CCNC(=O)C2CCC(=O)N2S(=O)(=O)c2ccc(C)cc2)cc1 (configuration not stated)
-17%[76.3 µM]	COc1ccc(C)cc1Nc1n[n+](-c2ccccc2)c(-c2ccc(SC)cc2)s1

Next records
GAA glycogen	Structure
0%[76.3 µM]	Cc1ccc(CNC(=O)c2ccccc2NS(=O)(=O)c2ccc(Cl)nc2)cc1
-7%[76.3 µM]	CC1Cc2cc(S(=O)(=O)CCC(=O)N3CCN(c4ccccc4)CC3)ccc2N1C(=O)C1CC1 (configuration not stated)
-6%[76.3 µM]	CCOC(=O)c1ccc(NC(=O)Cn2c(C)nc3c(sc(=S)n3CC)c2=O)cc1
16%[76.3 µM]	NC(=O)CC(NC(=O)Cc1cccc2ccccc12)c1ccc(NCCN2CCCC2)c([N+](=O)[O-])c1 (configuration not stated)
-8%[76.3 µM]	O=C(O)CCCn1ccc2cc(S(=O)(=O)N3CCCC3)ccc21
-5%[76.3 µM]	O=C(NCCN1CCOCC1)c1cc([N+](=O)[O-])ccc1Cl
2%	Cc1ccc(C)c(Nc2ccc3nonc3c2[N+](=O)[O-])c1
1%[76.3 µM]	O=C(O)COc1ccc(/C=N/NC(=O)/C(=C/C=C/c2ccccc2)NC(=O)c2ccccc2)cc1
-4%[76.3 µM]	COc1ccc(CNn2cnnc2)c(O)c1
4%[76.3 µM]	O=C(Nc1ccccc1-c1ccccc1)c1ccc(=O)[nH]n1
3%	COc1ccccc1C1CCN(Cc2cccc3ccccc23)CC1
-16%[76.3 µM]	COc1ccc(C(CNC(=O)Cc2ccc(Cl)cc2)N2CCOCC2)cc1 (configuration not stated)

Later entries.
GAA glycogen	Structure
8%	Cc1c(NS(=O)(=O)c2cc(C(=O)O)ccc2Cl)c(=O)n(-c2ccccc2)n1C
?	CCS(=O)(=O)N1CCc2cc(C(=O)Nc3cccc(NC(C)=O)c3)ccc21
?	CCSc1nc2sc3c(c2c(=O)n1-c1ccccc1)CCN(C(C)C)C3
-3%[76.3 µM]	O=C(/C=C/c1ccc(Cl)cc1)N1CCC(c2nc3ccccc3o2)CC1
3%[76.3 µM]	COc1ccc(NC(=O)C2CCN(S(=O)(=O)c3c(C)noc3/C=C/N(C)C)CC2)cc1
9%[76.3 µM]	CCOc1ccc(C(C(=O)NCC2CCCO2)N(CCc2cccc(C)c2)C(=O)c2snc(C(N)=O)c2N)cc1 (configuration not stated)
1%	NC(=O)c1cc(NC(=O)CCc2nc3ccccc3s2)cc(C(N)=O)c1
10%[76.3 µM]	COc1ccc(C(CNC(=O)COc2cc(C)cc(C)c2)N2CCOCC2)cc1 (configuration not stated)
-13%[0.611 µM]	Cc1cccc(NC(=S)NCc2ccc(F)cc2)c1C
2%[76.3 µM]	Cc1cc(NC(=O)CSc2cn(CC(=O)N(C(C)C)C(C)C)c3ccccc23)no1
-4%[76.3 µM]	C=CCOCC(O)Cn1c(N2CCCC2)nc2c1c(=O)[nH]c(=O)n2C (configuration not stated)
10%[76.3 µM]	O=C(Nc1cc(Cl)ccc1Cl)c1cc(-c2ccco2)on1

Continued:
GAA glycogen	Structure
1%	O=C(O)CC1S/C(=N\N=C2\C(=O)Nc3ccccc32)N(c2ccc(O)cc2)C1=O (configuration not stated)
-2%	Cc1ccccc1C(=O)N1CCc2cc(-c3csc(NC(=O)CN4CCCC4)n3)ccc21
-8%	Nc1cc(Nc2ccccc2)c2nonc2c1[N+](=O)[O-]
0%	CC(C)Oc1ccccc1C1NC(=O)CCC1[N+](=O)[O-] (configuration not stated)
15%[76.3 µM]	Cc1ccc(CN(C(=O)COc2ccccc2[N+](=O)[O-])c2ccccn2)cc1
1%	CNc1c(NS(=O)(=O)c2cc(OC)ccc2OC)c(=O)oc2ccccc12
1%	COc1cc(/C=C2\CCC(C3CCCC3)C2=O)cc(OC)c1OC (configuration not stated)
-6%&-8%[76.3 µM]	CN(c1ccc(Cl)cc1)S(=O)(=O)c1nnc(NC(=O)c2ccco2)s1
3%[76.3 µM]	COc1cc(OC)cc(C(=O)Nc2ccc(N(C)C)c3ccccc23)c1
-21%[76.3 µM]	CC(=O)c1ccc(N2CCN(S(=O)(=O)c3ccc4c(c3)CC(C)N4C(C)=O)CC2)cc1 (configuration not stated)
16%[76.3 µM]	Cc1c(C(=O)NCc2ccc(F)cc2)sc2nc3n(c(=O)c12)CCC3
1%[76.3 µM]	O=C(COC(=O)/C=C/c1ccc(C(F)(F)F)cc1)NCCC1=CCCCC1

13 entries from above, as tab-separated lines:
Structure	GAA glycogen
Cc1cccc(NC(=S)NCc2ccc(F)cc2)c1C	-13%[0.611 µM]
Cc1cc(NC(=O)CSc2cn(CC(=O)N(C(C)C)C(C)C)c3ccccc23)no1	2%[76.3 µM]
C=CCOCC(O)Cn1c(N2CCCC2)nc2c1c(=O)[nH]c(=O)n2C (configuration not stated)	-4%[76.3 µM]
O=C(Nc1cc(Cl)ccc1Cl)c1cc(-c2ccco2)on1	10%[76.3 µM]
O=C(O)CC1S/C(=N\N=C2\C(=O)Nc3ccccc32)N(c2ccc(O)cc2)C1=O (configuration not stated)	1%
Cc1ccccc1C(=O)N1CCc2cc(-c3csc(NC(=O)CN4CCCC4)n3)ccc21	-2%
Nc1cc(Nc2ccccc2)c2nonc2c1[N+](=O)[O-]	-8%
CC(C)Oc1ccccc1C1NC(=O)CCC1[N+](=O)[O-] (configuration not stated)	0%
Cc1ccc(CN(C(=O)COc2ccccc2[N+](=O)[O-])c2ccccn2)cc1	15%[76.3 µM]
CNc1c(NS(=O)(=O)c2cc(OC)ccc2OC)c(=O)oc2ccccc12	1%
COc1cc(/C=C2\CCC(C3CCCC3)C2=O)cc(OC)c1OC (configuration not stated)	1%
CN(c1ccc(Cl)cc1)S(=O)(=O)c1nnc(NC(=O)c2ccco2)s1	-6%&-8%[76.3 µM]
COc1cc(OC)cc(C(=O)Nc2ccc(N(C)C)c3ccccc23)c1	3%[76.3 µM]

The listing continues:
GAA glycogen	Structure
0%[76.3 µM]	CC(=O)N1CCN(C2=NC(=O)/C(=C/c3ccc(OS(=O)(=O)c4ccccc4)cc3)S2)CC1
-11%[76.3 µM]	COc1ccc(S(=O)(=O)N2CCC(C(=O)N[C@H](C(=O)NCc3ccncc3)C(C)C)CC2)cc1
-3%	CC(=O)NCCc1nc2cc(NS(=O)(=O)c3ccccc3)ccc2n1C
-3%[76.3 µM]	CCCn1cnnc1CNC(=O)C1CCC(=O)N(CCc2ccc(OC)cc2)C1 (configuration not stated)
7%	CCOC(=O)c1c(-c2ccccc2)oc2ccc(OCC(O)CNCCN(C)C)cc12 (configuration not stated)
-9%[76.3 µM]	CCc1ccc(CN(Cc2ccco2)c2cnc(S(C)(=O)=O)nc2C(=O)Nc2ccccc2Cl)cc1
-4%[76.3 µM]	CCc1cc(C(=O)NC(C)C2CCCO2)cs1 (configuration not stated)
14%[76.3 µM]	Cc1cccc(NC(=O)c2ccco2)c1C
-11%	COc1cc(NC(=O)c2ccccc2)c(C)cc1NC(=O)CC(CC(=O)O)c1ccccc1 (configuration not stated)
1%	COc1ccc(NC(=O)O/N=C/c2ccc(Br)cc2)cc1
8%[76.3 µM]	CCOc1cc(-c2ccc(OC(=O)c3ccccc3F)cc2)cc(=O)c2c(C)oc(C)c12
-3%[76.3 µM]	C#Cc1ccc(CN2CCN(CCc3ccccc3)C(CCO)C2)cc1 (configuration not stated)

Next section
GAA glycogen	Structure
1%	CCOc1ccc(N2CC(C(=O)Nc3ccc(S(=O)(=O)Nc4nccs4)cc3)CC2=O)cc1 (configuration not stated)
1%[76.3 µM]	Cc1cccc(C(=O)NNC(=O)C23CC4CC(CC(C4)C2)C3)c1O
0%[76.3 µM]	NS(=O)(=O)c1ccc(CCNC(=O)c2cccc3ccccc23)cc1
2%	COc1ccc(C(C(=O)NCC2CCCO2)N(Cc2cccs2)C(=O)c2snc(C(N)=O)c2N)cc1OC (configuration not stated)
5%[76.3 µM]	CCN(CC)CCn1c(=S)[nH]c2cc(C(=O)N3CC(C)CC(C)C3)ccc2c1=O (configuration not stated)
2%[76.3 µM]	CCCOc1cccc(C(=O)Nc2ccccc2C(=O)N2CCN(C)CC2)c1
0%[76.3 µM]	CC1CCC(N2CCN(c3ccc([N+](=O)[O-])cc3)CC2)CC1 (configuration not stated)
-5%[76.3 µM]	Cc1cc(Br)ccc1NC(=O)c1ccco1
-3%	Cn1c(CNc2ccc(Br)cc2)nc2ccccc21
-5%[76.3 µM]	Cn1c(=O)c2c(ncn2CC(=O)NC2CCCCC2)n(C)c1=O
-4%[76.3 µM]	COc1cc(/C=N/NC(=O)CNC(=O)c2ccncc2)ccc1OC(C)=O
4%	Cc1cc(NC(=O)c2ccccc2)n(C)n1

New compounds follow:
GAA glycogen	Structure
9%[76.3 µM]	COc1ccc(-c2ccc(NS(=O)(=O)c3ccc([N+](=O)[O-])cc3)cc2)nn1
-16%[76.3 µM]	COc1cc(C(=O)NCC(=O)N/N=C/c2ccc(-c3cccc([N+](=O)[O-])c3)o2)cc(OC)c1OC
-2%[76.3 µM]	COC(C(=O)Nc1ccnn1C1CCN(C(=O)c2ccc(C)cc2)CC1)c1ccccc1 (configuration not stated)
1%	COc1ccccc1-n1c(C)c(C(=O)O)c2cc(OC)c3ccccc3c21
-12%[76.3 µM]	CCc1ccc(CN(C(=O)COc2c(C)cccc2C)C2CCS(=O)(=O)C2)cc1 (configuration not stated)
-2%[76.3 µM]	CCn1c(C(C)NS(=O)(=O)c2ccc(Cl)cc2)n[nH]c1=S (configuration not stated)
4%	Cc1ccc(-n2nc3c(c2NC(=O)CC(C)C)CS(=O)(=O)C3)c(C)c1
-7%[76.3 µM]	COc1ccc(C(=O)N2CCN(Cc3ccccc3[N+](=O)[O-])CC2)cc1
5%[76.3 µM]	CNC(=O)CSc1nnc(-c2ccco2)n1-c1cccc(C)c1
-7%[76.3 µM]	Cc1ccc(-c2cc(C(=O)Oc3ccc(C#N)cc3)no2)cc1
8%[76.3 µM]	COc1ccccc1OCc1ccc(C(=O)c2ccccc2)cc1
2%	O=[N+]([O-])c1cccc(Nc2c([N+](=O)[O-])ccc3nonc23)c1

The list continues:
GAA glycogen	Structure
7%[76.3 µM]	NC(=O)c1ccc(S(=O)(=O)N2CCSCC2)cc1
0%[76.3 µM]	Cc1nc(C)c(-c2ccc(SCC(=O)Nc3ccccc3)nn2)s1
-8%[76.3 µM]	CCn1c(=O)c(C(=O)NCc2ccccc2OC)c(O)c2ccccc21
-13%	CC(=O)NC(CC(=O)NCCCn1ccc2ccccc21)c1ccccc1 (configuration not stated)
17%[76.3 µM]	COc1ccccc1CNC(=O)CCC(=O)n1ncc2cc(C)ccc21
-5%[76.3 µM]	O=C(COc1ccc2c3c(c(=O)oc2c1)CCCC3)NCc1cccnc1
-2%[76.3 µM]	CCOc1ccc(NC(=O)CN(C)C(=O)c2ccc(=O)[nH]c2)cc1OCC
7%	CC(=O)N1c2c(cc(Br)cc2S(=O)(=O)N2CCN(c3ccccc3F)CC2)CC1C (configuration not stated)
-13%[76.3 µM]	O=S(=O)(NCC1CCN(c2ccc(S(=O)(=O)N3CCOCC3)cc2)CC1)c1ccc(F)cc1
3%	CC1=NOC(=O)/C1=C/c1ccc(O)c(Br)c1
10%[76.3 µM]	CC1CCN(C(=O)c2cc(S(=O)(=O)N3CCCCC3)c[nH]2)CC1
5%	CCCc1c(C(=O)N/N=C/c2ccncc2)nnn1-c1nonc1N
-5%[76.3 µM]	COc1cc(NC(=O)C2CCN(c3cnccn3)CC2)cc(OC)c1OC
